Compound activity as filed in PubChem.
EPAC2 ag = qHTS for Agonist of cAMP-regulated guanine nucleotide exchange factor 4 (EPAC2): primary screen; Rap guanine nucleotide exchange factor 4 (Homo sapiens), Q8WZA2; EPAC2 activation, biochemical qHTS; response scale: 100% = 6.5 mM cAMP response; Potency, µM (top dose mostly 154 µM), for inactives: at the top dose activation, most hits filed as activators; actives 0.079% (n = 360,000); AID 720711, 2013; further: potency means the concentration at half of the fitted maximal effect; nearly all actives have a fitted effect of over 50% in size
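Nucleotide exchange monitored as fluorescence drop when BODIPY-GDP leaves Rap1B. Reaction: 100 nM EPAC2, 250 nM RAP1B-BODIPY-GDP, 50 uM GDP, room temperature, kinetic read over 30 min. Activity expressed relative to 6.5 mM cAMP.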
Mm-Cpn inhibitor = Inhibitors of TCP-1 ring complex (TRiC) of Methanococcus maripaludis (MmCpn): qHTS; actives 0.031% (n = 330,000); AID 504842, 2011; Potency, µM (doses to about 76.9 µM), inactives show at the highest dose activity, negative = inhibition, most hits filed as inhibitors; purified Mm-Cpn ATPase, ADP Transcreener TR-FRET; Chaperonin Mm-Cpn (Methanococcus maripaludis); further: potency means the concentration at half of the fitted maximal effect; on the % scale 0 is the no-effect control and ±100 the full control effect; nearly all actives have a fitted effect of over 80% in size
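ATP (10 uM final) was added to archaeal chaperonin (25 nM final) after 10 min exposure to test compound at 37°C; after 30 min further incubation, ADP was detected by competitive TR-FRET.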
Akt phos inh = HTS Assay for Inhibitors of Akt Phophorylation: Primary Screen; Neuro2A IGF-stimulated pAkt S473 HTRF, 20 min; active compounds read low; activity change, % for hits at 50 µM; actives 0.32% (n = 360,000); in the data active means activity change below about -80%; inconclusive means mostly about -51% to -80%; further: on the % scale 0 is the no-effect control and ±100 the full control effect
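Neuro2A cells in DMEM with 0.5% FBS, overnight at 37 deg C, given compound at single 50 µM final, then IGF (6 nM final) for 20 min at 37 deg C. Lysed; phospho-Akt Ser473 by HTRF after 24 h, 665/615 ratio.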
D3 ag = qHTS of D3 Dopamine Receptor Agonist: qHTS; max activation, %; D3R DiscoveRx beta-arrestin cells, luminescence, 90 min; actives 0.58% (n = 410,000); in the data active means max activation above about 30%; further: 0% is about no effect; mostly tested at two doses, the higher about 12 µM
Target sequence (P35462 whole entry, looked up): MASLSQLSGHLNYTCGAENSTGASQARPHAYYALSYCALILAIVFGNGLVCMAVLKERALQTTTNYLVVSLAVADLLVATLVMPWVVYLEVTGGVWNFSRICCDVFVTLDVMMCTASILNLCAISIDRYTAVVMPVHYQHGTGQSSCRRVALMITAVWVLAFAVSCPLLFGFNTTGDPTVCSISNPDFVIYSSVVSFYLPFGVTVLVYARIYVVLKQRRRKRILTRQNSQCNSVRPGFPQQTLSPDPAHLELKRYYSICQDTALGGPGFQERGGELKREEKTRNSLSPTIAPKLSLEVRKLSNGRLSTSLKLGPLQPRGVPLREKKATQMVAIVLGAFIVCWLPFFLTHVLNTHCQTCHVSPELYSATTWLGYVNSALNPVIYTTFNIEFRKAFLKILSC
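Agonist-mode cell screen: cells plated at 1500/well and incubated overnight at 37 °C, then exposed to library compounds for 90 min at 37 °C. Detection reagent was added for 30–60 min at room temperature, and luminescence was read.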
EPAC2 antag = qHTS for Antagonist of cAMP-regulated guanine nucleotide exchange factor 2 (EPAC2): primary screen. Rap guanine nucleotide exchange factor 4 (Homo sapiens), Q8WZA2. Potency, µM (titrated, usually from 114 µM), without a hit: top-dose activity, negative = inhibition, actives largely listed as inhibitors. actives 0.18% (n = 360,000). EPAC2 GEF exchange of Rap1B-BODIPY-GDP, fluorescence; further: potency means the concentration at half of the fitted maximal effect; on the % scale 0 is the no-effect control and ±100 the full control effect; nearly all actives have a fitted effect of over 45% in size; many of its hits are not listed in these tables
PTHR1 agonist = qHTS for PTHR1 Agonists: Primary Screen | HEK293 GP2 PTHR1 cells, GloSensor cAMP luminescence, 1 h | Potency, µM (highest dose often 115 µM), inactives show top-dose activation, usual class: activators | actives 0.075% (n = 410,000) | Parathyroid hormone/parathyroid hormone-related peptide receptor (Homo sapiens), Q03431 | AID 743266, 2014; further: potency means the concentration at half of the fitted maximal effect; nearly all actives have a fitted effect of over 55% in size; some results filed as inactive show a strong effect at the top dose; inactives centre near -15; many of its hits are not listed in these tables
Target sequence (Q03431 whole entry, looked up): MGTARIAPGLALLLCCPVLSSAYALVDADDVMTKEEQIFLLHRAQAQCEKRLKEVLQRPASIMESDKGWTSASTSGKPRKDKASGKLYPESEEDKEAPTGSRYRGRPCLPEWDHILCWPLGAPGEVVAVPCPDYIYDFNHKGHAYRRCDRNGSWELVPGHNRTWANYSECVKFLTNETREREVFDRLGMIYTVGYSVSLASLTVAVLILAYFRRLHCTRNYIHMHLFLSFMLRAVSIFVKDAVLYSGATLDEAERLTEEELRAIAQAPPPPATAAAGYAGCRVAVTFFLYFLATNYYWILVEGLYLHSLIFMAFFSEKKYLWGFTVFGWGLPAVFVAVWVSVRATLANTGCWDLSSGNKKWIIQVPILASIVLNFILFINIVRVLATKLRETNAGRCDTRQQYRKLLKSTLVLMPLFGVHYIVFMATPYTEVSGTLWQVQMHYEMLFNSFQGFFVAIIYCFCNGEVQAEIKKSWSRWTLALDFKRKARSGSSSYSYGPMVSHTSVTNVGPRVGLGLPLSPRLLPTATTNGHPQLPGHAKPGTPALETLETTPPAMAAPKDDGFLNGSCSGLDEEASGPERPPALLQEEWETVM
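HEK-293-derived GP2 cells expressing PTHR1 and a GloSensor cAMP reporter, 3,000/well, plated overnight, given luciferin plus IBMX (each 0.5 mM as added) for 1 h at 37 °C, then compound for 1 h at 37 °C. Luminescence was read after 15 min at room temperature.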
DRD3 antagonist = qHTS of D3 Dopamine Receptor Antagonist: qHTS | D3R cells, DiscoveRx beta-arrestin luminescence, antagonist mode; active compounds read low | max response, negative = inhibition, % | AID 652054, 2013 | actives 2.5% (n = 360,000); in the data active means max response below about -50%; inconclusive means no clear call, values can overlap the other calls; further: on the % scale 0 is the no-effect control and ±100 the full control effect; mostly tested at two doses, the higher about 12 µM
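Cells expressing the human receptor were seeded at 1500 cells/well, incubated overnight at 37 degrees C in 5% CO2, then exposed to library compounds with dopamine controls for 90 minutes at 37 degrees C before luminescent detection.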
CCT chaperon mod = High-Throughput Screening for Modulators of Cytosolic Chaperonin Activity; purified chaperonin ATPase assay, HTRF ADP detection, 30 min; activity change, % (concentration not given with the values), hits read low; actives 0.3% (n = 360,000); in the data active means activity change below about -30%; further: on the % scale 0 is the no-effect control and ±100 the full control effect
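TRiC at 40 or 20 nM final (batch-dependent) in 30 mM Tris pH 7.4, 100 mM KCl, 5 mM MgCl2, 1 mM DTT, with compound at single 76 uM and 10 uM ATP, 30 min at 37 deg C. ADP detected by HTRF Transcreener, 665/615 ratio.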
* hit, by the source's call; i = inactive; ? = inconclusive; · = not tested or not shown; & = joins results of further samples; [ ] = another dose, or the depositor's remark. Unless noted, the call rests on the fitted dose curve; in most records, active means well fitted curve in the direction sought with a large enough effect; inconclusive means small, poorly fitted or top-dose-only effect, or another doubt; inactive means no such curve, though single readings can be large; an effect the other way counts as inactive or inconclusive. These rows are one share of the data; rates above refer to the full screens.

SMILES,EPAC2 ag,Mm-Cpn inhibitor,Akt phos inh,D3 ag,EPAC2 antag,PTHR1 agonist,DRD3 antagonist,CCT chaperon mod
Cc1ccc(S(=O)(=O)N(Cc2ccccc2)c2ccccc2C(=O)NCc2ccco2)cc1,-10.5%,0.0%,i,-15.6,3.9%,i,?,0.6
N#Cc1cc(Oc2cccnc2)c(Oc2cccnc2)cc1C#N,3.0%,1.4%,i,2.1,0.0%,-12.7%[57.5 µM],-15.6,-1.1
Cc1cc(NS(=O)(=O)c2ccc(NC(=O)C(C)Oc3ccc4c(C)cc(=O)oc4c3)cc2)no1 (centres undefined),-4.7%,1.7%,i,-3.5,2.0%,i,18.6,-1.6
Cc1ccc(-c2cc(-c3ccc(Cl)cc3)c(C#N)c(N)n2)o1,-5.5%,-1.0%,i,-6.1,8.9%,16.4%,?,-0.8
CCOC(=O)C1CCCN(C(=O)C2CCCN(S(C)(=O)=O)C2)C1 (centres undefined),0.7%,-1.2%,·,10.9,2.9%,i,28.2,-1.1
O=C(c1cc(C2CC2)nn1-c1ccccc1)N1CCN(c2ncc(C(F)(F)F)cc2Cl)CC1,0.1%,1.4%,i,-5.3,-5.8%,-12.6%,0.0,-0.6
COc1ccc(N2C(=O)CC(N(CCc3ccccc3)C(=O)c3ccccc3)C2=O)cc1 (centres undefined),7.1%,1.6%,i,-5.6,-2.1%,i,0.6,2.3
NC(=O)c1cc(S(=O)(=O)NCCc2ccc(S(N)(=O)=O)cc2)cs1,4.0%,-1.3%,·,1.6,17.6%,i,10.9,2.3
O=S(=O)(c1cccc(C(F)(F)F)c1)N1CCN(C(=S)NCc2ccco2)CC1,-7.9%,-1.2%,i,-2.6,-2.6%,i,-11.3,-14.4
Cc1cccc2nc(CSC(=N)N)c(Br)n12,3.5%,1.3%,i,13.3,15.7%,-24.0%,-7.1,-2.2
Cc1ccc(CNC(=O)c2ccccc2NC(=O)C2=CSCCO2)cc1,-5.3%,-1.8%,i,-13.3,-6.9%,-15.5%,13.1,1.7
COc1cc(/C=N\NC(=O)c2cccnc2)ccc1OC(=O)c1ccccc1Cl,-5.2%,-0.9%,i,24.7,13.1%,-17.8%,51.8,-1.0
C=CC[C@@H](CC(=O)OC(C)(C)C)C(=O)OC[C@@H]1CCCN1C(=O)[C@@H](CC=C)CC(=O)N[C@H](CO)Cc1ccccc1,0.1%,-0.2%,i,-2.1,-18.1%,-68.7%[inhibitor],0.0,1.5
Cc1cc(C)cc(C(=O)NCC(=O)N2CCC3(CC2)NCCc2[nH]cnc23)c1,-2.1%,3.8%,i,1.9,-0.2%,-24.0%,10.5,0.2
CSc1nc(C)c2cc(C)oc2n1,8.1%,1.6%,i,-0.9,-1.8%,-5.5%,27.5,-1.6
COC(=O)c1c(-c2ccccc2OC)sc2ccccc12,16.2%,35.5µM*,i,0.7,?,i,-5.8,2.0
COc1ccccc1CNC(=O)CCC(=O)N1CC(C)Sc2ccccc21 (centres undefined),6.8%,0.3%,i,-1.7&2.1,-7.3%,-3.5%&-1.2%,-12.2,-0.3
O=C(NC1CCN(Cc2ccccc2)CC1)c1ccc(S(=O)(=O)NCc2ccco2)cc1,1.2%,-1.4%,i,-17.6,2.2%,-31.3%[inhibitor],?,1.9
C=CCn1c(SCC(=O)c2ccc(O)c(O)c2)nnc1-c1ccc(C)cc1,-9.1%,-3.7%,i,26.3,17.9%,-25.2%,14.9,1.1
COc1ccc(-c2ccccc2[C@H]2[C@@H]3C=CC[C@@H](C)[C@@H]3C(=O)N2Cc2ccccc2)cc1,3.2%,-0.9%,i,0.0,?,-21.8%,?,0.2
O=c1oc(=O)c2ccccc2c2ccccc12,5.7%,·,i,1.1,5.9%,-21.1%,13.2,-1.0
CCN(CC)CCCNC(=O)C1CCCN(c2nnc(N3CCCC3=O)s2)C1 (centres undefined),12.8%,-1.2%,i,-7.9,-1.6%,i,-9.4,-6.1
Cn1ncc2c(=S)nc(Cl)[nH]c21,10.9%,·,i,-6.5,-7.0%,i,-26.7,-0.6
Cn1ccnc1C(O)(c1nnc(-c2ccccc2)o1)C(F)(F)F (centres undefined),3.8%,0.6%,i,1.3,1.1%,i,-19.1,3.0
COc1cc(OC)c(OC)cc1CNC(=O)c1ccc(S(=O)(=O)N2CC(C)OC(C)C2)cc1 (centres undefined),6.2%,1.0%,i,-13.5,1.6%,-6.6%,4.7,0.7
Nc1nnnn1/N=C/C=C/c1ccccc1,1.5%,?,i,-0.1,7.3%,i,7.3,-0.1
Cc1ccc(S(=O)(=O)N2CCCC2C(=O)OCc2ccco2)cc1 (centres undefined),5.2%,-0.5%,i,0.6,9.6%,i,-10.8,-2.4
Cn1cnc2c(=O)[nH]cc([N+](=O)[O-])c21,10.3%,-5.0%,i,-0.9,3.4%[57.1 µM],i,-5.2,-2.3
CCCCC(=O)N(C)c1c(CC)nc2c(OCCC)cccn12,0.6%,·,i,8.2,-11.2%,i,-3.8,0.0
Cc1cc(C(=O)COC(=O)CNC(=O)c2ccc(F)cc2)c(C)n1Cc1ccco1,-0.8%,0.7%,i,2.5,-7.7%,-16.7%,18.1,1.2

A draw from above in order of count of non-hydrogen atoms, rising:
SMILES,EPAC2 ag,Mm-Cpn inhibitor,Akt phos inh,D3 ag,EPAC2 antag,PTHR1 agonist,DRD3 antagonist,CCT chaperon mod
CSc1nc(C)c2cc(C)oc2n1,8.1%,1.6%,i,-0.9,-1.8%,-5.5%,27.5,-1.6
Cn1cnc2c(=O)[nH]cc([N+](=O)[O-])c21,10.3%,-5.0%,i,-0.9,3.4%[57.1 µM],i,-5.2,-2.3
N#Cc1cc(Oc2cccnc2)c(Oc2cccnc2)cc1C#N,3.0%,1.4%,i,2.1,0.0%,-12.7%[57.5 µM],-15.6,-1.1

The results go on:
SMILES,EPAC2 ag,Mm-Cpn inhibitor,Akt phos inh,D3 ag,EPAC2 antag,PTHR1 agonist,DRD3 antagonist,CCT chaperon mod
COC(=O)c1ccccc1NC(=S)NC(=O)c1ccc2ccccc2c1,1.4%,-0.2%,i,-6.3,3.7%,i,3.6,-0.5
O=C(CSc1nc2ccccc2s1)NC(=O)NCc1ccco1,0.7%,-17.4%,i,-2.0,-3.5%,i,13.1,-2.3
CC(Oc1ccc2c3c(c(=O)oc2c1)CCC3)C(=O)NC1CCN(Cc2ccccc2)CC1 (centres undefined),9.3%,-19.4%,i,-8.0,-1.3%,i,-11.0,-2.4
CC(C)C(=O)c1cc2c(cc1NC(=O)c1ccccc1)OCCO2,5.4%,1.5%,i,14.8,-15.8%,i,16.5,0.2
Cc1ccc(CNC(=O)[C@H]2C[C@@H]2[C@H](NP(=O)(c2ccccc2)c2ccccc2)c2ccccc2)o1,-3.9%,2.3%,i,-1.5,-20.7%,-0.9%,31.0,0.0
O=C(Cn1cnc2c(cnn2-c2ccc(F)cc2)c1=O)NCCc1ccccc1,8.4%,0.8%,i,-1.5,5.4%,9.3%,?,-1.2
CC(NC(=O)c1ccccc1O)c1ccccc1 (centres undefined),-0.4%,3.3%,i,13.8,10.7%,i,7.1,1.0
Cc1nn(-c2ccccc2)c(C)c1/C=N/NC(=O)c1cc(-c2ccc(Cl)s2)[nH]n1,9.5%,2.3%,i,10.5,-16.4%,i,6.5,-2.0
CCn1c(SCc2nc3ccccc3[nH]2)nnc1-c1ccccc1OC,8.6%,1.4%,i,9.5,-0.5%,-9.3%[57.5 µM],-21.7,-2.0
O=C(/C=C/c1ccco1)Nc1ccccc1N1CCOCC1,4.6%,-1.4%,i,2.6,16.1%,-20.6%,16.7,0.5
CCCNC(=O)c1ccccc1NC(=O)CN(c1ccccc1)S(=O)(=O)N(C)C,6.3%,3.8%,i,1.8,3.0%,i,-10.6,-1.9
Cc1ccc(C(O)P(=O)(OC2CCCCC2)OC2CCCCC2)cc1 (centres undefined),-3.3%,1.2%,i,2.0,-1.7%,-1.2%,-8.3,-1.4
CCSCc1nnc(SCC(=O)Nc2ccc(OC)cc2)n1C,0.3%,-4.2%,i,4.6,3.8%,i,4.4,-6.5
O=C1CC(c2ccc(O)c(O)c2)Oc2c1ccc(O)c2O (centres undefined),2.8%,-2.7%,i,11.0,8.0%,i,14.7,-2.9
COc1ccc(S(=O)(=O)N2CCCCCC2)cc1,3.8%,0.1%,i,-2.2,-1.2%,i,3.3,-0.2
CCCCN(Cc1ccccc1)C(=O)c1cnc2n(c1=O)CCS2,2.8%,1.7%,i,-0.5,2.7%,-8.0%[57.5 µM],6.1,-2.4
Cc1scc(C(=O)NNC(=S)NCC(C)C)c1C,7.1%,-4.3%,i,-10.6,-4.5%,i,-4.4,-1.2
COc1cccc(N2CCN(C(=O)c3oc4ccccc4c3NC(=O)CCc3cc(OC)no3)CC2)c1,3.4%,-8.3%,i,4.1,-7.3%,i,7.0,-0.6
CNc1nc(NCCOC23CC4CC(CC(C4)C2)C3)nc(OCC(F)(F)F)n1,-14.3%,-1.4%,i,0.5,-3.3%[57.1 µM],-0.8%[57.5 µM],9.8,-2.7
O=C(CCC(=O)N1CCN(S(=O)(=O)c2ccc(Cl)cc2)CC1)NCc1ccccc1,1.9%,0.0%,i,-1.2,-7.9%,-3.9%,26.1,0.9
CCOc1ccc(-n2c(C)cc(/C=N/N(C)C)c2C)cc1,-0.7%,0.7%,i,-9.4,-6.8%,-15.2%,-28.8,-0.9
CC1(C(=O)NC2CCCC2)CCC(=O)N1Cc1cccs1 (centres undefined),-1.1%,-1.2%,i,0.1,10.8%,-2.3%[57.5 µM],10.3,0.2
